# PAD4 inh: PAD4 (human) enzyme inhibition | Q9UM07 | recombinant PAD4, RCA probe fluorescence polarization | inhibition, % at 6.36 µM | 330,000 tested, 0.41% active;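 active means percent inhibition above a cutoff equal to the mean of all tested compounds plus 3 SD, cut at about 15% in these data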;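 further: 0% = PAD4 with RCA probe and DMSO and 100% = probe without PAD4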
# Target sequence (Q9UM07 whole entry, looked up): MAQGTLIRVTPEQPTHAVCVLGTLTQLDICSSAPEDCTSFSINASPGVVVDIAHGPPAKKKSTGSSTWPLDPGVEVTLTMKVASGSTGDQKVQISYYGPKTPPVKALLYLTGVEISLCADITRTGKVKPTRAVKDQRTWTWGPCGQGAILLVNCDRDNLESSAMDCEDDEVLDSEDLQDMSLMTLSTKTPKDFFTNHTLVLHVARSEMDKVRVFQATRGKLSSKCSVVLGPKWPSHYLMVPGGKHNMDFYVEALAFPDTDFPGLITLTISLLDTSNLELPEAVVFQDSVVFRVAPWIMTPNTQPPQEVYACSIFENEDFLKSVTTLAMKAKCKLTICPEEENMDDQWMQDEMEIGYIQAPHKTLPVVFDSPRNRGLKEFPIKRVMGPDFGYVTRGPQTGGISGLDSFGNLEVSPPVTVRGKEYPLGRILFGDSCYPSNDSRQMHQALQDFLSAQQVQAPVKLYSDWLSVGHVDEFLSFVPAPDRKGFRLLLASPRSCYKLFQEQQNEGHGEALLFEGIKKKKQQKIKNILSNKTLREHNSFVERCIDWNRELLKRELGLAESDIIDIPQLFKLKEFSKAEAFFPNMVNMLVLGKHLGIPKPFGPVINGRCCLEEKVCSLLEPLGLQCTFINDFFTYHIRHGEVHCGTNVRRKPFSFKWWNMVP
# PAFAH1B2 FP inh: blocks human PAF acetylhydrolase 1b catalytic subunit 2; P68402; recombinant PAFAH1B2, FP-rhodamine activity probe, fluorescence polarization; inhibition, % at 3.39 µM; 340,000 tested, 1.2% active; AID 492953;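 active means inhibition above the mean of all tested compounds plus 3 SD, cut at about 24% in these data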;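 further: 0% = enzyme with DMSO and 100% = wells lacking PAFAH1B2; many of its hits are not listed in these tables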
# LYPLA1 inh: counter-screen for PME1 inhibitors: inhibitors of human LYPLA1. O75608. recombinant LYPLA1, FP-Rh probe fluorescence polarization. inhibition, % at 5.9 µM. 320,000 tested, 0.16% active. AID 2174;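 active means inhibition above the mean of all tested compounds plus 3 SD, set per campaign, cut at about 14% in these data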;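 further: inhibitors block serine hydrolase probe labeling of LYPLA1 so polarization falls; 0% = enzyme with DMSO and 100% = wells lacking LYPLA1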
# PAFAH2 inh: PAFAH2 (human) inhibition; Q99487; recombinant PAFAH2, FP-rhodamine activity probe, fluorescence polarization; inhibition, % at 3.39 µM; 340,000 tested, 0.99% active;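 active means inhibition above the mean over all tested compounds plus 3 SD, cut at about 30% in these data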;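 further: inhibitors block probe labeling of enzyme so polarization drops; 0% = enzyme with DMSO and 100% = wells lacking PAFAH2 protein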
# pPAFAH inh: pPAFAH (human) enzyme inhibition; AID 463082; inhibition, % at 3.39 µM; recombinant pPAFAH, FP-rhodamine probe fluorescence polarization; 330,000 tested, 1.5% active;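 active means inhibition above the mean inhibition across the screen plus 3 SD, cut at about 25% in these data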;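 further: inhibitors block binding of the rhodamine activity-based probe so polarization drops; 0% = enzyme with DMSO and 100% = wells lacking pPAFAH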
# PAFAH1B3 FP inh: PAFAH1B3 (human) inhibition; inhibition, % at 3.39 µM; 340,000 tested, 0.28% active; Q15102; recombinant PAFAH1B3, FP-rhodamine probe, fluorescence polarization;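 active means inhibition above the screen-wide average of all tested compounds plus 3 SD, cut at about 25% in these data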;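 further: 0% = enzyme with DMSO only and 100% = wells lacking PAFAH1B3 protein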
# GSTO1 counter: blocks human GSTO1 in RBBP9 counter-screen. recombinant GSTO1, activity-based probe fluorescence polarization. inhibition, % at 5.96 µM. 300,000 tested, 1.1% active. AID 1974;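 active means inhibition above the campaign mean inhibition plus 3 SD, cut at about 35% in these data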;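 further: 0% = GSTO1-1 with DMSO and 100% = wells lacking GSTO1-1 enzyme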
# LYPLA2 counter: LYPLA2 (human) inhibition in PME1 counter-screen; O95372; recombinant LYPLA2, FP-Rh probe fluorescence polarization; inhibition, % at 5.9 µM; 320,000 tested, 0.38% active; AID 2177;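 active means inhibition above the screen-wide mean plus 3 SD, limit set per campaign, cut at about 26% in these data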;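 further: 0% = LYPLA2 with DMSO and 100% = wells lacking LYPLA2 enzyme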
# PME-1 primary: blocks human protein phosphatase methylesterase 1. Q9Y570. recombinant PME-1, FP-Rh probe fluorescence polarization. inhibition, % at 5.9 µM. 320,000 tested, 0.53% active;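 active means inhibition above the campaign mean of all compounds plus 3 SD, cut at about 26% in these data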;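 further: competitive labeling of PME-1 active site by serine hydrolase directed probe; 0% = PME-1 with DMSO and 100% = wells lacking PME-1 enzyme; inhibitors block probe labeling so polarization falls and inhibition rises; many of its hits are not listed in these tables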
# Target sequence (Q9Y570 whole entry, looked up): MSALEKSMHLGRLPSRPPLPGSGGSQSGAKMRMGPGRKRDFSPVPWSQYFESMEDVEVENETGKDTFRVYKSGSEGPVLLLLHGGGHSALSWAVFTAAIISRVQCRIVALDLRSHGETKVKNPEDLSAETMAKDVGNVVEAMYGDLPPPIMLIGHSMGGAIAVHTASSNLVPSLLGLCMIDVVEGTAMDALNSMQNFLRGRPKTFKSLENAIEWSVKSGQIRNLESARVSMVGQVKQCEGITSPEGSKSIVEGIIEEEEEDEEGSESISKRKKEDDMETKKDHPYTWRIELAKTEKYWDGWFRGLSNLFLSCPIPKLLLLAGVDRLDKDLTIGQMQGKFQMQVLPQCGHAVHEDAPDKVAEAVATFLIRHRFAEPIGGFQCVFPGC
# Numbers without * were called inactive; . = not tested or not shown.
SMILES,PAD4 inh,PAFAH1B2 FP inh,LYPLA1 inh,PAFAH2 inh,pPAFAH inh,PAFAH1B3 FP inh,GSTO1 counter,LYPLA2 counter,PME-1 primary
COC(=O)c1ccccc1NC(=S)N(Cc1ccc2c(c1)OCO2)Cc1cc2cc(C)ccc2[nH]c1=O,0,-11,-6,-22,-1,-16,-7,-5,-9
O=c1[nH]c(=S)n(-c2ccc(Br)cc2)c2ncccc12,0,9,2,-3,2,5,10,1,-1
N#CC1=C(N)Oc2c(ccc3cccnc23)C1c1cccnc1 (configuration not stated),0,2,3,8,10,10,2,9,0
COc1ccc(NC2CCCN(C(=O)c3ccc4nc(C)c(C)nc4c3)C2)cc1OC (configuration not stated),-3,-2,5,5,4,6,-1,-2,-7
Cc1ccc(SCC(=O)N(Cc2nc(-c3ccccc3)no2)C(C)C)cc1,-7,6,0,7,10,2,13,-1,-1
CC(C)N1C(=O)CC2(CC[N+](C)(CCOC(=O)C(c3ccccc3)c3ccccc3)CC2)C1=O (configuration not stated),2,-2,-2,2,4,-2,-6,-3,1
Cc1nn(CC(=O)N2CCC(N3CCCCC3)CC2)c(=O)c2c1sc1ccccc12,2,-1,-3,2,1,-8,1,-1,-2
CCc1nc2ccccc2c(C(=O)Nc2ccc(F)cc2)c1C,-1,-4,2,4,-2,4,9,-4,-4
O=C(NCc1ccccc1Cl)C1CCN(S(=O)(=O)N2CCCCCC2)CC1,3,11,2,1,3,4,-11,-3,6
O=C1NN(c2ccccc2)C(=O)/C1=C/c1ccc(Sc2ccc(Cl)cc2)o1,-4,29*,3,13,23,5,22,-1,2
COc1cccc(-c2nc(N3CCCCC3C)c3ccccc3n2)c1O (configuration not stated),0,10,-3,5,0,8,19,-1,8
O=C(COc1ccccc1Cl)N1CCN(c2ncccn2)CC1,-7,4,-2,0,-8,5,-1,-2,-8
CSCCC(NC(=O)c1ccc([N+](=O)[O-])cc1Cl)C(=O)OCC(=O)C12CC3CC(CC(C3)C1)C2 (configuration not stated),1,9,-4,24,-6,-3,3,0,-1
CC(C)(C)SCCNC(=O)c1cccc([N+](=O)[O-])c1,1,-1,2,-1,5,-3,0,0,4
O=C(N/N=C/C=C/c1ccc2c(c1)OCO2)c1ccc([N+](=O)[O-])cc1,1,-2,0,-3,3,2,6,1,2
COc1ccccc1N1CCN(C(=O)c2cccc(Oc3ccccc3)c2)CC1,-3,9,0,3,6,7,8,3,6
COc1ccc(CN2CCN(CC=C(C)C)C(CCO)C2)cc1Cn1cncn1 (configuration not stated),1,0,-1,6,5,-1,6,3,3
O=[N+]([O-])c1cccc(-c2nnc3n2CCCCC3)c1,2,5,1,1,4,9,-1,3,-5
COc1cccc(/C=C2\SC(=S)N(CCCC(=O)N(CCO)c3ccccc3)C2=O)c1,-5,2,-1,4,10,-2,0,4,-2
C=CCn1c(SCc2cc(=O)n3ccsc3n2)nnc1C1CCCCC1,1,7,-1,15,3,12,10,2,0
O=C(NC1CCCCC1)N1CCN(c2ccc([N+](=O)[O-])cc2)CC1,-3,4,3,7,6,-2,-3,19,5
CCn1c(SCC(=O)N(C)CC(=O)Nc2ccc(OC)cc2)nnc1-c1ccco1,2,3,3,6,2,8,6,0,0
O=C(NC1CCS(=O)(=O)C1)c1cccc(Cl)c1 (configuration not stated),0,1,4,1,6,-1,1,3,7
COc1ccccc1/C=C/C(=O)OCC(=O)Nc1ccccc1Sc1ccccc1,-2,2,-4,10,3,4,0,-4,4
Cc1ccc(C)c(S(=O)(=O)N2CCN(C(=O)c3cccnc3)CC2)c1,2,-8,2,5,9,7,0,2,2
Cc1ccc(C(=O)OCN2C(=O)c3ccccc3C2=O)cc1S(=O)(=O)N1CCOCC1,-4,5,3,20,4,6,20,3,5
CC(OC(=O)CCc1ccccc1)C(=O)Nc1ccc(Cl)cn1 (configuration not stated),-2,3,1,0,0,4,0,2,3
CCC(CC)c1nn2c(N)c(/C=C3\C=Nc4ccccc43)c(=O)nc2s1,0,3,-4,15,12,9,-6,0,6
COc1cc(OC)c(OC)cc1CNC(=O)CCN1C(=O)c2cccc([N+](=O)[O-])c2C1=O,-5,1,1,-7,3,3,-1,-2,-4
COC(=O)c1cc(Cl)cc2c(C)c(C3(O)CCCCC3)[nH]c12,-1,4,-7,-7,-2,4,2,0,-8
Cc1cc(-c2ccccc2)c2c(=O)[nH][nH]c2n1,-4,3,0,-3,12,6,13,0,3
CCc1cccc(CC)c1NC(=O)Cn1c(-c2ccc(F)cc2)noc1=O,-4,10,1,1,-2,10,-3,4,3
C=CCn1c(NC(=O)c2ccc(C)cc2)c(C#N)sc1=N,1,4,4,1,5,1,8,0,7
CC(C)c1ccccc1NC(=S)N1CCN(S(=O)(=O)c2cccs2)CC1,-2,2,-2,2,0,6,1,0,-1
O=C(c1ccccc1Cl)N1CCC(n2cccc2)CC1,0,1,1,1,0,-2,0,-2,10
CC(=O)c1ccc(S(=O)(=O)NC2CC2)cc1,-3,2,-2,-5,0,4,3,-2,-1
COc1ccc(OC)c(C(=O)COC(=O)COc2ccccc2)c1,5,2,.,3,4,7,.,.,.
CCC(C)(C)C(=O)O,-2,2,-2,3,0,11,.,1,-3
Brc1ccc(-c2nnc(-c3ccc4c(c3)OCO4)o2)o1,1,-1,-2,1,-2,0,3,-6,-3
Cc1ccc(C)c(SCC(=O)NNC(=O)c2csc(N3CCOCC3)n2)c1,-3,3,4,30*,-1,1,9,12,7
c1ccc(-c2cn(-c3ccccc3)c3[n+]2CCCS3)cc1,-3,3,-1,2,-5,2,-2,-6,-3
N#CCC1c2ccccc2CCN1C(=O)Nc1ccc(C(F)(F)F)cc1 (configuration not stated),-2,5,-3,5,-1,0,6,-8,3
COc1ccc(C(C)(C)C)cc1NC(=O)c1cncc(Br)c1,1,7,1,6,13,1,6,9,3
Cc1ccc(OCc2ccc(C(=O)N3CCOCC3)cc2)cc1C,4,4,3,-1,9,5,1,6,-1
Cc1ccnc(NC(=O)CCC(=O)N(CC(=O)NC2CCCCC2)Cc2ccccc2)c1,-1,-2,-1,-1,3,10,-2,6,0
CSc1ccc(S(=O)(=O)NCCCOC(C)C)cc1,-2,7,-3,3,-3,8,-5,-1,-3
COc1ccccc1NC(=O)c1ccc[n+]([O-])c1,-3,5,-2,1,3,4,-2,-3,-4
CCCCNC(=O)Nc1nnc(-c2ccc(Cl)cc2)o1,-3,2,-1,-2,-2,7,-2,13,-10
CCN(CC)S(=O)(=O)c1ccc2c(c1)N(CC(=O)NCCN1CCOCC1)C(=O)CO2,-3,4,-1,2,1,6,2,-2,0
Cc1cc2oc(C(=O)NC3CCS(=O)(=O)C3)c(C)c2cc1C (configuration not stated),2,-1,-3,-4,0,3,-2,-1,-3

# Next structures
SMILES,PAD4 inh,PAFAH1B2 FP inh,LYPLA1 inh,PAFAH2 inh,pPAFAH inh,PAFAH1B3 FP inh,GSTO1 counter,LYPLA2 counter,PME-1 primary
Cc1ccc(Nc2nc(COC(=O)COc3ccc(C=O)cc3)cs2)cc1,3,2,-4,-4,25,5,4,8,7
CCN1CCN(C(=S)c2ccc(Cl)cc2)CC1,-3,1,1,-14,4,-2,-9,8,-4
O=C(Nc1cccc(-c2ccc(F)cc2)c1)C1CCCN(C(=O)c2cscn2)C1 (configuration not stated),-3,-1,1,0,5,0,6,1,-2
O=C(c1c[nH]c2ccccc12)N1CCOCC1,1,1,-1,10,-11,9,4,-3,-6
Cc1cccc(OCC(=O)NC(=S)Nc2ccccc2N2CCOCC2)c1C,-1,-3,0,-2,-2,12,-3,0,10
CC(C)CNC(=O)COCc1cc(-c2ccc3c(c2)OCO3)on1,-7,-6,-4,-3,6,-2,2,-2,-3
CCOc1ccc(NC(=O)C2CC(=O)OC2c2ccccc2)cc1 (configuration not stated),-2,0,2,-2,-1,3,6,4,-1
CSc1nc(N)nc2c1ncn2CC(=O)NCc1ccc2[nH]ccc2c1,1,9,.,8,3,3,.,.,.
CN(C)CCSc1nnc(-c2ccccc2)o1,-3,5,1,-8,4,0,-2,3,-5
COc1ccc(CC(=O)Nc2cc(C)c3c(=O)oc4ccccc4c3n2)cc1,-4,7,-1,-4,-12,6,4,-14,-1
NC(=O)C1(N2CCCCC2)CCN(Cc2ccc(Br)cc2)CC1,-4,7,-4,-1,-9,-1,0,-14,-3
O=C(C1CCCN(c2ncnc3c2nc2n3CCCCC2)C1)N1CCN(c2cccc(Cl)c2)CC1 (configuration not stated),-1,9,0,9,6,1,-2,1,10
Cc1ccc(NC(=S)N(Cc2ccc(Br)cc2)Cc2ccc(C(=O)O)cc2)cc1C,5,6,1,-1,6,5,9,4,4
O=C1CCC(=O)N1CN(Cc1ccco1)CN1C(=O)CCC1=O,3,0,1,2,3,9,-1,3,0
FC(F)(F)c1cc(C(F)(F)F)c2ccc(N3CCN(c4ccccc4)CC3)nc2n1,4,4,-1,0,2,4,4,-11,-3
Cc1ccc(/C=C\c2nccc3c2[nH]c2ccccc23)cc1,-5,-4,-14,-2,9,-5,-36,-32,-45
CNc1cccc2c1C(=O)c1ccccc1C2=O,-20,4,3,13,4,-2,3,-1,-5
CC(C)Nc1ccc(C(CC(N)=O)NC(=O)c2ccccc2)cc1[N+](=O)[O-] (configuration not stated),1,8,-5,1,-3,6,1,-9,-4
COc1ccc(S(=O)(=O)N(CC(C)C)C2CCS(=O)(=O)C2)cc1OC (configuration not stated),-2,-2,-1,0,1,-6,-5,3,-1
Cc1ccc(C2=NN(C(=O)CN3CCN(C4CCS(=O)(=O)C4)CC3)C(c3ccco3)C2)cc1 (configuration not stated),-3,0,-6,5,2,4,.,-3,-3
O=C(Nc1ccc(Br)cc1F)c1cccnc1,-1,-1,1,-4,3,5,2,4,3
Cc1ccc(NC(=O)c2csnn2)c(C)c1,0,3,2,2,6,11,12,2,3
CC(=O)N1c2ccc(S(=O)(=O)N3CCC(C(=O)NC4CCCCC4C)CC3)cc2CC1C (configuration not stated),1,-2,3,-1,-2,2,8,-2,-2
Cc1cccc(Nc2nc(-c3ccc(F)cc3)cs2)n1,2,6,-1,11,20,13,-1,6,11
COc1ccc(OC)c(N/C(N)=N/c2nc(C)cc(C)n2)c1,-2,1,-2,2,1,9,7,4,2
O=C(Nc1nnc(S(=O)(=O)N2CCCCCC2)s1)c1ccccc1F,-1,13,-6,21,-2,6,-70,-7,1
CCc1ccccc1OCC(=O)N(CC)CC(=O)NCc1ccc(F)cc1,-4,-1,3,6,6,1,-4,7,4
O=C(COC(=O)c1ccc(NS(=O)(=O)c2ccc3c(c2)OCCO3)cc1)NCC1CCCO1 (configuration not stated),-2,6,5,23,6,3,5,3,0
CCN(CC)C(=O)c1cc(C(C)(C)C)c(O)c(C(C)(C)C)c1,3,2,1,-7,-8,4,-1,-1,-7
O=C(COC(=O)CCCOc1ccc(Cl)cc1Cl)NCc1ccc(F)cc1,4,0,-2,-2,13,0,2,-1,6
Cc1cc(C)c(S(=O)(=O)N2CCN=C2c2ccccc2)cc1C,3,4,1,4,-1,3,6,-4,-5
C/C(CC(=O)NC1CCCCCC1)=N\NC(=O)c1cnccn1,3,4,0,4,3,8,15,8,0
COc1ccc(C(=O)NCC(=O)OCC(=O)NCc2ccco2)cc1,-3,7,.,2,4,11,.,.,.

# Source: PubChem BioAssay

# This is a subset; the hit share may differ from the screen's.
